CHO parental Ca = ATP-evoked calcium signal inhibitors, parental CHO, primary screen, counter-screen for OX1R antagonist project, cell-based, fluorescence, Fluo-8 calcium dye; inhibition, % at 5.6 µM; parental CHO-K1, ATP-induced calcium, Fluo-8 fluorescence; hit rate 0.63% among 330,000;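 active = inhibition above that plate's mean sample inhibition plus 3 SD, cut at about 26% in these data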;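 note: 0% = ATP-challenged DMSO wells and 100% = DMSO wells without ATP; some compounds past the cut are filed as inactive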
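Test system: untransfected parental CHO cell line. Compound: one dose, 5.6 µM nominal. Detection: intracellular calcium via Fluo-8 no-wash fluorescent dye. Measure: % inhibition. Benchmarks: ATP-challenged DMSO wells low, unchallenged DMSO wells high.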
CHRM1 PAM = human M1 muscarinic receptor positive allosteric modulators, primary screen, CHO-K1 cells, Fluo-8 calcium fluorescence, 1536-well; Muscarinic acetylcholine receptor M1 (Homo sapiens), P11229; CHO-K1 hM1, ACh EC20; 0% = ACh EC20, 100% = maximal ACh; activation, % at 3 µM; hit rate 0.088% among 360,000; AID 588819, 2011; in the data active = activation above about 19%, passing the limit was not always enough
Target sequence (P11229 whole entry, looked up): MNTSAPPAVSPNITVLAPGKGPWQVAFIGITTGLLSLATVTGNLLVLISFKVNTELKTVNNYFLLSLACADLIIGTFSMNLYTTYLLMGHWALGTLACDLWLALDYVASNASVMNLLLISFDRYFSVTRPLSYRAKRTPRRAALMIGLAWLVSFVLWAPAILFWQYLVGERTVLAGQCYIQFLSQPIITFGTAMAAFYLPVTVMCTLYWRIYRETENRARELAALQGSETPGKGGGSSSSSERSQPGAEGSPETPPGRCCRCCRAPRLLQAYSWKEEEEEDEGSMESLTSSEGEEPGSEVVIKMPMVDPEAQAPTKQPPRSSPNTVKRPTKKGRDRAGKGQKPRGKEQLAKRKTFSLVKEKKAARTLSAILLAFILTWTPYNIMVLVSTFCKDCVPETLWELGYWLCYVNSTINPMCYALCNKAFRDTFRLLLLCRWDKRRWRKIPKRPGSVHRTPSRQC
M1 PAM parental = nonselective calcium activators in parental CHO-K1 cells, primary screen, counter-screen for M1 PAM project, cell-based, Fluo-8 calcium fluorescence, full deck, 1536-well; hit rate 0.02% among 360,000; ATP EC20; 0% at ATP EC20, 100% at ATP max; activation, % at 3 µM;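 active = activation above the run cutoff, the mean activation of all test compounds plus 3 SD, cut at about 40% in these data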;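 note: peak over basal fluorescence ratio in a 140 s read after ATP addition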
CHRM1 agonist = human M1 muscarinic receptor agonists, primary screen, Fluo-8 calcium fluorescence, CHO-K1 cells, HTS | Muscarinic acetylcholine receptor M1 (Homo sapiens), P11229 | CHO-K1 hM1, agonist mode; 0% DMSO, 100% acetylcholine EC100 | activation, % at 3 µM | hit rate 0.33% among 360,000 | AID 588814, 2011;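 active = activation above the run's mean compound activation plus 3 SD, cut at about 16% in these data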;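 note: peak over basal fluorescence ratio within a 140 s kinetic read after compound addition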
TAAR1 ag = human TAAR1 agonists, primary screen, Fluo-8 calcium fluorescence, CHO RD-HGA16 cells; vehicle wells 0%, saturating PEA agonist 100%; AID 624467, 2012; Trace amine-associated receptor 1 (Homo sapiens), Q96RJ0; hit rate 0.99% among 360,000; activation, % at 3 µM;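 active = activation above the mean activation of all test compounds in the run plus 3 SD, cut at about 38% in these data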
Target sequence (Q96RJ0 whole entry, looked up): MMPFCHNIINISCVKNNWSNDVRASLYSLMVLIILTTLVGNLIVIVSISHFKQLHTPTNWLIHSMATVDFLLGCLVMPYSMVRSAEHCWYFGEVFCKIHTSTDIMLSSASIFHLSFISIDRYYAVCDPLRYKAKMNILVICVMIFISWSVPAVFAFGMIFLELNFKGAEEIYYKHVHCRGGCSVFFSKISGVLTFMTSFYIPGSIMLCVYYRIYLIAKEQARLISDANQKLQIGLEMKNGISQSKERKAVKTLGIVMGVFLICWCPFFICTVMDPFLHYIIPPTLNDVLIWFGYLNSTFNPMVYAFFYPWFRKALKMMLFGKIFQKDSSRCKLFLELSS
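Repeats: no replicates (n 1) | Material: CHO-derived RD-HGA16 cells with stable Gα16 and human TAAR1 | Technique: Kinetic Fluo-8 calcium fluorescence | Schedule: 17-24 h seeding, 75 min 37 °C dye, 30 min RT | Evaluation: % activation from peak over basal fluorescence ratio, DMSO-to-PEA scaled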
CHO-K1 Ca antag = counter-screen for M1 antagonists: effect in parental CHO-K1 cells; ATP-induced calcium, Fluo-8 fluorescence; inhibition, % at 3 µM; hit rate 0.6% among 360,000; AID 602250;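 active = inhibition above a per-plate cutoff, the plate's mean sample inhibition plus 3 SD, cut at about 24% in these data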;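 note: 0% = DMSO plus EC80 ATP and 100% = DMSO alone without ATP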
TAAR1 antag = human TAAR1 antagonists, primary screen, Fluo-8 calcium fluorescence, CHO RD-HGA16 cells; antagonist; inhibition, % at 3 µM; hit rate 1.5% among 360,000; AID 624466, 2012;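 active = inhibition above a per-plate cutoff, the mean inhibition of test compounds on that plate plus 3 SD, cut at about 49% in these data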;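 note: 0% = DMSO plus EC80 beta-PEA response and 100% = DMSO alone without agonist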
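System: CHO RD-HGA16 cells bearing hTAAR1. Reagent: EC80 β-phenethylamine stimulus. Schedule: seeding 17-24 h prior, 75-min 37 °C, 30-min RT dye loading. Signal: Fluo-8 intracellular calcium dye fluorescence, real-time kinetic reads. Read-out: % inhibition from peak post-agonist over basal fluorescence ratio. Benchmarks: vehicle wells and EC80 agonist wells. Replicates: n of 1.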
M1 ag parental = counter-screen for M1 agonists: effect in parental CHO-K1 cells; Fluo-8 calcium fluorescence; scaled to maximal ATP response, vehicle zero; activation, % at 3 µM; hit rate 0.48% among 360,000; AID 602248, 2012; in the data active = activation above about 15%;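 note: untransfected CHO-K1 host cells lacking M1 receptor as counterscreen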
CHRM1 antagonist = human M1 muscarinic receptor antagonists, primary screen, CHO-K1 cells, Fluo-8 calcium fluorescence, 1536-well. CHO-K1 hM1, ACh EC80 antagonist. inhibition, % at 3 µM. hit rate 1.3% among 360,000. AID 588852, 2011;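 active = percent inhibition above its own plate's cutoff, namely the mean of that plate's compound wells plus 3 SD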;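 note: peak over basal fluorescence ratio during 140 s after agonist addition; 0% = ACh EC80 plus DMSO and 100% = DMSO alone without agonist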
Active calls of the source: *; nt = not tested or not shown; & = joins results of further samples.

SMILES	CHO parental Ca	CHRM1 PAM	M1 PAM parental	CHRM1 agonist	TAAR1 ag	CHO-K1 Ca antag	TAAR1 antag	M1 ag parental	CHRM1 antagonist
COCCn1c(SC2CCOC2=O)nc2ccccc2c1=O (stereo not given)	0	12	15	-6	1	-15	-13	0.6	-14
COc1cc(NC(=O)COC(=O)/C=C/c2ccc(OC)c(OC)c2)cc(OC)c1	-20	6	2	-3	2	-19	-13	2.2	-11
COCCN(C(=O)CSc1nn(-c2ccc(F)cc2)c(=S)s1)c1c(N)n(CC(C)C)c(=O)[nH]c1=O	-18	14	-7	2	1	2	-13	-0.7	-7
O=C(O)CC1SC(=Nc2ccccc2)N(c2ccccc2)C1=O (stereo not given)	-12	10	18	-1	11	-10	-3	0.4	-11
COc1ccccc1CN(C)C(=O)CN1CCN(S(=O)(=O)c2ccc3c(c2)OCCCO3)CC1	-32	13	6	-4	-1	-21	12	0.3	-20
Cc1ccc(-n2nnc(-c3cc4ccccc4n3C)n2)cc1	-10	17	16	1	2	-20	2	-0.2	-10
CCOCCCNc1ccc(N2C(=O)CCCC2=O)cc1[N+](=O)[O-]	-14	7	-18	0	6	4	-5	0.5	-1
CC1=C(C)NC(=S)SC1	6	5	17	-2	7	-5	-5	0.8	-3
CCCCC(CC)CN=C(N)NC(N)=NCCCCCCN=C(N)NC(N)=NCC(CC)CCCC (stereo not given)	84*	-25	13	58*	nt	-1	nt	3.2	88*
O=C1NC2(CCCCC2)N=C1c1ccc(F)cc1	-11	6	17	-5	5	-10	9	0.1	4
Cc1ccccc1CS(=O)(=O)Cc1ccc(C(=O)NCc2ccccn2)o1	-13	9	21	-3	15	-13	3	0.5	-8
Cn1nc(Cc2cccc3ccccc23)c(C#N)c1N	-7	10	14	-1	8	-6	-2	3.2	-3
Cc1cc2c(cc1C)CSC(c1ccc3ccccc3c1O)SC2	-6	0	13	-2	10	-1	35	-0.1	4
CCn1c(CSCc2ccc(C)cc2)n[nH]c1=S	nt	-2	9	0	-1	-12	-15	1.3	1
O=C(Nc1ccccc1N1CCOCC1)c1cccc(S(=O)(=O)Nc2ccccc2F)c1	-29	-2	-18	-2	0	-11	23	-0.1	7
CCCCOc1ccc(C(=O)Oc2ccc(C)nc2)cc1	-13	2	7	-5	6	-5	-8	1.8	-8
NC(=O)C1(N2CCCCC2)CCN(CC(=O)Nc2ccc(Oc3ccccc3)cc2)CC1	3	-1	2	-5	9	-17	12	1.7	1
Cc1sc(NC(=S)NC(=O)c2ccccc2)c(C#N)c1C	-10	7	-13	-1	4	-17	-17	0.3	-4
CCN(CC)S(=O)(=O)c1ccc(C(=O)Nc2ccc(OCC(=O)N3CCOCC3)cc2)cc1	-13	2	15	-1	9	-17	14	3.8	-2
CCN(CC(=O)Nc1ccccc1C(F)(F)F)C(=O)Cc1cccs1	-6	2	-9	-2	2	-12	-28	0.2	-5
CCOC(=O)c1c(CN(C)C)n(-c2ccccc2)c2cc(Br)c(OC)cc12	-29	4	24	-7	3	-5	-21	-0.2	-2
FC(F)(F)c1ccccc1Cc1c(-c2ccc(Cl)cc2)nc2ccc(Br)cn12	nt	2	-4	-2	-1	-12	-20	0.1	-26
O=C(c1ccc(Br)cc1)N1CCC(C(=O)N2CCN(c3ccccc3)CC2)CC1	2	12	11	2	3	-17	-31	6.6	-11
O=C(CCN1CCN2CCCC2C1)N1c2ccccc2Sc2ccc(Cl)cc21 (stereo not given)	-16	-29	4	-9	0	-8	-7	1.4	83*
CCCn1c(CN2CCCCC2CC)nc2c1c(=O)n(C)c(=O)n2C (stereo not given)	-4	1	-2	-7	3	-4	-32	-0.1	-4
COc1cc(C(=O)Nc2cc(C)nn2-c2ccccc2)cc(OC)c1OC	-23	17	0	1	5	-13	0	1.2	-5
O=C(CSc1ncnc2c1cnn2-c1ccc(Cl)cc1)NCc1ccc2c(c1)OCO2	-6	12	20	-4	-1	-4	-5	0.1	-12
CN(C)C(=O)c1ccc(Oc2ccc(C(=O)N(C)C)cc2)cc1	-2	-2	-10	1	2	-14	21	-0.2	0
C=C1[C@@H](CCO)N(S(=O)(=O)C(C)(C)C)C[C@@H]1C	nt	2	-2	-1	2	0	-26	0.1	-1
O=C(COC(=O)c1cccc(Br)c1)NC(=O)NC1CCCC1	nt	6	6	-4	6	-2	-8	0.8	-10
CC(=O)c1ccc(NC(=O)C2CCCN2S(=O)(=O)c2cccs2)cc1 (stereo not given)	1	-3	-6	-3	1	24*	-3	0.3	3
COc1ccc(S(=O)(=O)N2CCCCC2)cc1NC(=O)Cc1ccc(Br)cc1	nt	14	20	-2	1	-12	-12	0.6	-10
CS(=O)(=O)Oc1ccc(/C=C2\C(=N)N3N=C(CC(=O)N4CCOCC4)SC3=NC2=O)cc1Cl	4	10	-4	-2	2	-3	-2	0.3	-8
Cc1nc(-c2ccccn2)nc(SCC(=O)c2ccc(F)cc2)c1Cl	-13	7	-7	-4	8	-2	-17	2.2	-8
CCc1cc(C(=O)N2CCCC(C(=O)c3cccc(OC(C)C)c3)C2)n(C)n1 (stereo not given)	-7	-8	-2	-7	2	9	-1	2.0	4
O=c1cc2c(n[nH]1)CCCC2	3	6	15	-4	9	-3	-2	0.2	-2
CCOC(=O)[C@H]1[C@H]2COc3ccc(Br)cc3[C@@H]2N2C(=O)c3cc(Br)ccc3NC(=O)[C@@]12C	-5	18	0	6	4	-13	5	0.0	-4
Cc1nc(NC(=O)c2ccccc2)sc1C	4	13	-5	1	0	-5	-3	0.5	-7
CCc1noc(C)c1C(=O)OCC(=O)Nc1ccccc1SC	nt	-5	-13	-1	4	1	-15	0.4	4
Cc1ccc(OCCC(=O)Nc2ccccc2C(=O)N2CCCCC2)cc1	-15	0	-26	-3	3	7	-47	0.1	0
COc1ccccc1C(=O)NCC(=O)N/N=C/c1cn[nH]c1-c1ccccc1	-15	-4	20	-6	7	-2	4	4.0	5
COC(=O)c1ccc(CNC(=O)N2CCN(S(=O)(=O)c3ccc(C)cc3)CC2)cc1	-4	-9	-15	-3	1	-12	2	3.0	20
COc1ccc(CNC(=O)C2CCCN(S(=O)(=O)c3cccc4nsnc34)C2)cc1 (stereo not given)	-19	3	14	-3	1	-12	-2	6.1	-5
COC(=O)c1nn(-c2ccccc2)c2nnc(Cc3ccc(C)cc3)c(=O)n12	-7	0	10	-7	5	-1	-12	1.6	10
Cc1cc(S(=O)(=O)NC(C)C)ccc1OCC(=O)N1CCOCC1	-13	7	18	-4	6	-18	-5	0.2	-12

Two consecutive records already listed:
SMILES	CHO parental Ca	CHRM1 PAM	M1 PAM parental	CHRM1 agonist	TAAR1 ag	CHO-K1 Ca antag	TAAR1 antag	M1 ag parental	CHRM1 antagonist
CC(=O)c1ccc(NC(=O)C2CCCN2S(=O)(=O)c2cccs2)cc1 (stereo not given)	1	-3	-6	-3	1	24*	-3	0.3	3
COc1ccc(S(=O)(=O)N2CCCCC2)cc1NC(=O)Cc1ccc(Br)cc1	nt	14	20	-2	1	-12	-12	0.6	-10

(listing goes on)
SMILES	CHO parental Ca	CHRM1 PAM	M1 PAM parental	CHRM1 agonist	TAAR1 ag	CHO-K1 Ca antag	TAAR1 antag	M1 ag parental	CHRM1 antagonist
COc1ccc(CCNC(=O)c2c(C)nn(CC(C)C)c2Cl)cc1OC	nt	1	-6	-4	3	-21	-11	0.9	5
O=C(NC1=NCCS1)c1ccc2c(c1)C(=O)N(Cc1ccco1)C2=O	-8	0	12	-5	13	-34	2	0.5	-2
Cc1ccc(NC(=O)CS(=O)CC(=O)Nc2ccccc2-c2ccc(C)o2)cc1 (stereo not given)	2	-1	17	-4	-1	-1	7	1.4	7
O=C(Nc1ccc(Cl)cc1F)c1cccc2ccccc12	-10	3	1	-4	2	-6	-1	0.7	-13
CCOc1ccc(S(=O)(=O)NCCC(=O)NCC(c2ccco2)N2CCCCC2)cc1 (stereo not given)	-15	12	15	-6	1	0	-15	-0.6	-11
Cn1ncc2c(NNC(=O)c3ccc(Cl)c(Cl)c3)ncnc21	-8	-2	18	-3	1	-11	-4	0.9	3
COc1cc(OC)c(NS(=O)(=O)c2cc(Br)cnc2N)cc1Cl	-14	1	13	-1	4	-13	23	5.8	5
CCOC(=O)C1=C(Nc2ccccc2)CC(C)(O)C(C(=O)OCC)C1c1ccc(Cl)cc1 (stereo not given)	-15	5&3	17&17	-7&-8	-1&-1	-18&1	-8&0	0.0&6.8	-5&2

Profiles, looked up by structure. Order of screens: CHO parental Ca, CHRM1 PAM, M1 PAM parental, CHRM1 agonist, TAAR1 ag, CHO-K1 Ca antag, TAAR1 antag, M1 ag parental, CHRM1 antagonist
CCOC(=O)C1=C(Nc2ccccc2)CC(C)(O)C(C(=O)OCC)C1c1ccc(Cl)cc1 (stereo not given) reads -15, 5&3, 17&17, -7&-8, -1&-1, -18&1, -8&0, 0.0&6.8, -5&2
COc1ccc(CCNC(=O)c2c(C)nn(CC(C)C)c2Cl)cc1OC reads nt, 1, -6, -4, 3, -21, -11, 0.9, 5
Cc1ccc(NC(=O)CS(=O)CC(=O)Nc2ccccc2-c2ccc(C)o2)cc1 (stereo not given) reads 2, -1, 17, -4, -1, -1, 7, 1.4, 7
O=C(Nc1ccc(Cl)cc1F)c1cccc2ccccc12 reads -10, 3, 1, -4, 2, -6, -1, 0.7, -13
COc1cc(OC)c(NS(=O)(=O)c2cc(Br)cnc2N)cc1Cl reads -14, 1, 13, -1, 4, -13, 23, 5.8, 5
